TcdB GH inh = blocks C. difficile toxin B glycohydrolase activity | inhibition, % at 9.99 µM | hit rate 0.24% among 350,000 | TcdB glycohydrolase enzymatic assay, plate reader; in the data active = inhibition above about 10%
Target sequence (P18177 whole entry, looked up): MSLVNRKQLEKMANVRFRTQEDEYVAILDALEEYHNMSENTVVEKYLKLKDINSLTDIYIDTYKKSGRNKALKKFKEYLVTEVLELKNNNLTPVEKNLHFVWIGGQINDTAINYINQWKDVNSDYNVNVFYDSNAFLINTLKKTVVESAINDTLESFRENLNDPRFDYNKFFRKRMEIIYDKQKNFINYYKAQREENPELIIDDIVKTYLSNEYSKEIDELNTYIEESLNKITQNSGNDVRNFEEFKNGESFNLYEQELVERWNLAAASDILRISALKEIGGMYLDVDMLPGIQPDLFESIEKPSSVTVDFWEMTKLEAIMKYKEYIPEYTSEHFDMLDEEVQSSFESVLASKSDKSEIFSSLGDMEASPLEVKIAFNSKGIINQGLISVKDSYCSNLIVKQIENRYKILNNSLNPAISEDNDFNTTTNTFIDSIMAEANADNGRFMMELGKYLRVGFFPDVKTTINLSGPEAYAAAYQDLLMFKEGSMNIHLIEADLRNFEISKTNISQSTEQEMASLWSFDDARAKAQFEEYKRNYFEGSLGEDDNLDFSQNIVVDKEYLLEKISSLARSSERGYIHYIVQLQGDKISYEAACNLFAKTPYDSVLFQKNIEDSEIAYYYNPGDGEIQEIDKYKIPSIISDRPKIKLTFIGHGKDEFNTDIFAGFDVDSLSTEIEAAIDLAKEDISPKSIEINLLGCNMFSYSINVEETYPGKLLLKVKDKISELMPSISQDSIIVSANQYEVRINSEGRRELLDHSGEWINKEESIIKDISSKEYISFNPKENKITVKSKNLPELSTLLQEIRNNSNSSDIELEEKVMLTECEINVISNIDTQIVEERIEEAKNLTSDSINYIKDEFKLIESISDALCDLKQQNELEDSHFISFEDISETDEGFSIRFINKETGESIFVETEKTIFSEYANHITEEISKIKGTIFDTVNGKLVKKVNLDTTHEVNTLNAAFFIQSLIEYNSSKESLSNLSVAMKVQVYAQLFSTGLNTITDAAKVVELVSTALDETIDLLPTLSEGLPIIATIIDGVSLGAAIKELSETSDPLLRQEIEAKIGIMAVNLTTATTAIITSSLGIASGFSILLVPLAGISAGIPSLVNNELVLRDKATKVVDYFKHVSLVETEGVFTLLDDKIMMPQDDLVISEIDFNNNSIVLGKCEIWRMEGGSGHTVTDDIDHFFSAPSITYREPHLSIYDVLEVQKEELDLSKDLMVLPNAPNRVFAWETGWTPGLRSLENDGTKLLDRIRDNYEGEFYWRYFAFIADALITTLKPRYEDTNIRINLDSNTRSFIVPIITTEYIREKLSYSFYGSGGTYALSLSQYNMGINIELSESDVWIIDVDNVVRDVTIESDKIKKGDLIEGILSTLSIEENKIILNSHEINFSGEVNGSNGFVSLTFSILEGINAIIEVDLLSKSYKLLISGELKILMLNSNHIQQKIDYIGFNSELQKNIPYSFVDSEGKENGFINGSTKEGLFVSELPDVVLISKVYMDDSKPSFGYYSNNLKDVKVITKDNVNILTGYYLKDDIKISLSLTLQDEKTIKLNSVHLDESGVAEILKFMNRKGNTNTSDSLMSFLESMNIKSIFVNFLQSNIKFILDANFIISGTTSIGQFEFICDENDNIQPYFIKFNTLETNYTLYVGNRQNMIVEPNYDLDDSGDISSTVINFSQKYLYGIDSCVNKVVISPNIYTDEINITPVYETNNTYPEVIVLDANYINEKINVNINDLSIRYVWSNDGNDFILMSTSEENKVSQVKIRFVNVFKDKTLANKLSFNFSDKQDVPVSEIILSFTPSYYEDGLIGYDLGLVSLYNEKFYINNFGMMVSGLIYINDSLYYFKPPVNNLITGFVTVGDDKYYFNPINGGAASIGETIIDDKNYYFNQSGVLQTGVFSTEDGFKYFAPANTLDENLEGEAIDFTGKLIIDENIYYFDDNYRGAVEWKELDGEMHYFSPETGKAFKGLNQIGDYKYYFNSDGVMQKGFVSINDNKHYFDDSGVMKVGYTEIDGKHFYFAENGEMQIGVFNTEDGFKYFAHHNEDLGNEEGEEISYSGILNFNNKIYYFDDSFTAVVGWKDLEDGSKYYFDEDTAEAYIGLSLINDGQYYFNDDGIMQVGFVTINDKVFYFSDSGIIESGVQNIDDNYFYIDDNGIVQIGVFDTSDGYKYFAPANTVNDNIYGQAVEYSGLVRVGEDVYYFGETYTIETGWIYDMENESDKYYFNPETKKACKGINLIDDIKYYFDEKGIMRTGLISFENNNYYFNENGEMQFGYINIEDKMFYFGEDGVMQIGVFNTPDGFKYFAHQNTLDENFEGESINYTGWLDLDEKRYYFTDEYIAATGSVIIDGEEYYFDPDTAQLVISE
* hit, by the source's call.

The opening twelve records as a preview:
Compound,TcdB GH inh
CO[C@@H]1CN(C)C(=O)c2cc(NC(C)=O)ccc2OC[C@H](C)N(C(=O)c2ccc(F)cc2)C[C@@H]1C,1.4
C[C@H]1CN([C@@H](C)CO)C(=O)c2cccc(NC(=O)NC3CCCCC3)c2O[C@H]1CN(C)C(=O)Nc1ccc2c(c1)OCO2,-0.5
COC(=O)[C@H]1N[C@H]2c3ccc(C4=CCCC4)c(=O)n3C[C@H]2[C@@H]1CO,0.1
COc1ccccc1S(=O)(=O)N1[C@@H]2CNC[C@H]1C2c1ccc(-c2cccnc2)cc1 (some centres not stated),1.3
C[C@H](CO)N1C[C@H](C)[C@@H](CN(C)C(=O)C2CC2)Oc2cc(/C=C/c3ccccc3)ccc2S1(=O)=O,2.7
CCN(C[C@H]1N[C@@H](CO)[C@@H]1c1ccc(-c2cccc(F)c2)cc1)C(=O)COC,-1.2
O=C1CN(Cc2ccccc2)C[C@@H]2[C@H](c3ccc(Br)cc3)[C@H](CO)N12,1.4
COc1ccc(C#Cc2cnc3c(c2)C(=O)N([C@H](C)CO)C[C@@H](C)[C@H](CN(C)C(=O)CC2CC2)O3)cc1,0.6
CCCC#Cc1ccc2c(c1)O[C@@H](CN(C)C(=O)c1ccncc1)[C@@H](C)CN([C@@H](C)CO)S2(=O)=O,-0.6
O=C1CNC[C@@H]2[C@@H](c3ccc(C4=CCCCC4)cc3)[C@H](CO)N12,-1.1
Cc1ccc(S(=O)(=O)Nc2ccc3c(c2)C(=O)N([C@@H](C)CO)C[C@H](C)[C@H](CN(C)Cc2ccc(C(=O)Nc4ccccc4N)cc2)O3)cc1,0.8
C[C@@H]1CCCCO[C@H](CN(C)S(=O)(=O)c2cn(C)cn2)[C@@H](C)CN([C@@H](C)CO)C(=O)c2cc(NC(=O)Nc3ccc4c(c3)OCO4)ccc2O1,-2.0

The list itself, repeating the preview:
Compound,TcdB GH inh
CO[C@@H]1CN(C)C(=O)c2cc(NC(C)=O)ccc2OC[C@H](C)N(C(=O)c2ccc(F)cc2)C[C@@H]1C,1.4
C[C@H]1CN([C@@H](C)CO)C(=O)c2cccc(NC(=O)NC3CCCCC3)c2O[C@H]1CN(C)C(=O)Nc1ccc2c(c1)OCO2,-0.5
COC(=O)[C@H]1N[C@H]2c3ccc(C4=CCCC4)c(=O)n3C[C@H]2[C@@H]1CO,0.1
COc1ccccc1S(=O)(=O)N1[C@@H]2CNC[C@H]1C2c1ccc(-c2cccnc2)cc1 (some centres not stated),1.3
C[C@H](CO)N1C[C@H](C)[C@@H](CN(C)C(=O)C2CC2)Oc2cc(/C=C/c3ccccc3)ccc2S1(=O)=O,2.7
CCN(C[C@H]1N[C@@H](CO)[C@@H]1c1ccc(-c2cccc(F)c2)cc1)C(=O)COC,-1.2
O=C1CN(Cc2ccccc2)C[C@@H]2[C@H](c3ccc(Br)cc3)[C@H](CO)N12,1.4
COc1ccc(C#Cc2cnc3c(c2)C(=O)N([C@H](C)CO)C[C@@H](C)[C@H](CN(C)C(=O)CC2CC2)O3)cc1,0.6
CCCC#Cc1ccc2c(c1)O[C@@H](CN(C)C(=O)c1ccncc1)[C@@H](C)CN([C@@H](C)CO)S2(=O)=O,-0.6
O=C1CNC[C@@H]2[C@@H](c3ccc(C4=CCCCC4)cc3)[C@H](CO)N12,-1.1
Cc1ccc(S(=O)(=O)Nc2ccc3c(c2)C(=O)N([C@@H](C)CO)C[C@H](C)[C@H](CN(C)Cc2ccc(C(=O)Nc4ccccc4N)cc2)O3)cc1,0.8
C[C@@H]1CCCCO[C@H](CN(C)S(=O)(=O)c2cn(C)cn2)[C@@H](C)CN([C@@H](C)CO)C(=O)c2cc(NC(=O)Nc3ccc4c(c3)OCO4)ccc2O1,-2.0
C[C@@H]1CN([C@H](C)CO)C(=O)CCCn2cc(nn2)CO[C@H]1CN(C)Cc1cccc(C(F)(F)F)c1,-1.5
C[C@@H]1CN([C@H](C)CO)S(=O)(=O)c2ccc(C#CC3(O)CCCC3)cc2O[C@H]1CN(C)C(=O)c1cccnc1,0.3
C[C@@H]1CN([C@H](C)CO)C(=O)Cc2cc(NC(=O)Cn3cnnn3)ccc2O[C@@H]1CN(C)Cc1ccc(C(=O)Nc2ccccc2N)cc1,-2.2
N#C[C@@H]1[C@@H](c2ccccc2)[C@H](CO)N1C(=O)c1ccc2c(c1)OCO2,-0.3
COc1ccc(S(=O)(=O)Nc2ccc3c(c2)C(=O)N([C@@H](C)CO)C[C@@H](C)[C@H](CN(C)S(=O)(=O)c2ccc(Cl)cc2)OCCCC[C@H](C)O3)cc1,0.8
COc1ccc(CN(C)C[C@@H]2Oc3ccc(NS(=O)(=O)c4ccc(C)cc4)cc3CC(=O)N([C@@H](C)CO)C[C@@H]2C)cc1,-4.9
C/C=C/c1ccc([C@@H]2[C@H](CO)N(CC3CCCC3)C23CN(C(=O)CC)C3)cc1,-0.2
O=C(c1cccnc1)N1CC2(C1)[C@@H](c1ccccc1)[C@H](CO)N2C(=O)C1CCC1,-2.0
C[C@@H](NC(=O)C[C@H]1C[C@H]2c3cc(NC(=O)NC4CCCC4)ccc3O[C@H]2[C@H](CO)O1)c1ccccc1,-1.4
O=C(NCCN1CCCCC1)[C@@H]1[C@@H](CO)[C@@H]2Cn3c(cccc3=O)[C@@H]2N1C(=O)C1CC1,-0.9
CC(C)CC#Cc1cnc2c(c1)C(=O)N([C@H](C)CO)C[C@@H](C)[C@H](CN(C)S(=O)(=O)c1cccs1)O2,0.1
CCC(=O)N1[C@@H]2Cn3c(cccc3=O)[C@H]1[C@@H](C(=O)NC1CCCC1)[C@@H]2CO,1.1
COc1ccc2c3c([nH]c2c1)[C@@H](CO)N(C(=O)CN(C)C)CC31CCN(CC2CC2)CC1,-4.7
Cc1noc(C)c1NC(=O)Nc1ccc2c(c1)CC(=O)N([C@@H](C)CO)C[C@@H](C)[C@H](CN(C)CC1CCCCC1)O2,-0.1
CN1CCCCC(NC(=O)c2ccc(F)cc2)C1=O (configuration not stated),0.8
C[C@H](CO)N1C[C@H](C)[C@H](CN(C)C(=O)c2cnccn2)Oc2cc(C3=CCCC3)ccc2S1(=O)=O,1.5
C[C@@H]1CN([C@@H](C)CO)C(=O)Cc2cc(NC(=O)Nc3cccc4ccccc34)ccc2O[C@H]1CN(C)Cc1ccccc1,-0.3
Cn1cnc(S(=O)(=O)N[C@H]2C=C[C@H](CC(=O)N3CCN(c4ccccc4)CC3)O[C@@H]2CO)c1,1.2

New compounds follow.
Compound,TcdB GH inh
CN1CCN(C(=O)C[C@H]2CC[C@@H]3[C@H](COC[C@@H](O)CN3Cc3cccc(-c4ccncc4)c3)O2)CC1,-1.3
COc1ccc2c3c([nH]c2c1)[C@@H](CO)N(C(=O)NC(C)C)CC31CN(C(=O)C2CCCCC2)C1,0.7
O=C(C[C@H]1C[C@@H]2c3cc(NS(=O)(=O)c4ccc(F)cc4)ccc3O[C@@H]2[C@@H](CO)O1)NCc1cccnc1,0.7
C/C=C/c1ccc([C@@H]2[C@@H](CO)N3CCCCN(S(=O)(=O)c4ccc(OC)cc4)C[C@H]23)cc1,1.1
COc1ccc(S(=O)(=O)Nc2ccc3c(c2)[C@@H]2C[C@H](CC(=O)O)O[C@@H](CO)[C@@H]2O3)cc1,-0.6
CCCC(=O)Nc1ccc2c(c1)C(=O)N(C)[C@@H]1CC[C@@H](CC(=O)NCc3ccccc3Cl)O[C@H]1CO2,-0.4
C[C@@H]1CN([C@@H](C)CO)C(=O)Cc2cc(NS(=O)(=O)c3ccc(F)cc3)ccc2O[C@@H]1CN(C)C(=O)Nc1ccc(C(F)(F)F)cc1,-5.0
O=C(c1cccc(F)c1)N1CC[C@@H]2[C@@H](CO)Nc3ccc(C#Cc4cccc(F)c4)cc3[C@@H]21,1.4
COc1ccc(NC(=O)Nc2ccc3c(c2)C(=O)N([C@H](C)CO)C[C@H](C)[C@H](CN(C)C(=O)Nc2ccc(C(F)(F)F)cc2)OCCCC[C@@H](C)O3)cc1,-0.6
C[C@@H]1CCCCO[C@H](CN(C)C(=O)C2CCCCC2)[C@H](C)CN([C@H](C)CO)C(=O)c2cc(NC(=O)Nc3cccc4ccccc34)ccc2O1,-0.1
N#C[C@@H]1[C@@H](c2ccccc2C2=CCCCC2)[C@H](CO)N1S(=O)(=O)c1ccccc1,0.0
COc1ccccc1C#Cc1cnc2c(c1)C(=O)N([C@H](C)CO)C[C@@H](C)[C@H](CN(C)C(C)=O)O2,0.9
C[C@H]1CN([C@@H](C)CO)C(=O)c2cc(/C=C/c3ccccc3)cnc2O[C@@H]1CN(C)C(=O)C1CCC1,-1.0
C[C@@H]1CN([C@H](C)CO)C(=O)c2cc(NC(=O)NC3CCCCC3)ccc2O[C@H]1CN(C)Cc1ccc2c(c1)OCO2,0.3
CCCNC(=O)N1CC(=O)N2[C@H](CO)[C@@H](c3ccc(-c4cccc(C)c4)cc3)[C@@H]2C1,-2.5
C[C@H]1CN([C@@H](C)CO)C(=O)c2cc(NC(=O)Nc3ccc(F)cc3)ccc2O[C@H]1CN(C)Cc1ccncc1,-0.8
C[C@@H](NC(=O)C[C@@H]1CC[C@H](NC(=O)Cc2ccccn2)[C@@H](CO)O1)c1ccccc1,0.0
C[C@@H]1CN([C@@H](C)CO)C(=O)c2cc(NC(=O)CCCN(C)C)ccc2O[C@@H](C)CCCCO[C@@H]1CN(C)S(=O)(=O)c1cn(C)cn1,-1.8
Cc1noc(C)c1NC(=O)NCC[C@@H]1CC[C@@H](NC(=O)c2ccncc2)[C@H](CO)O1,-1.0
COc1ccc2c3c(n(C)c2c1)[C@H](CO)N(CC1CC1)CC31CN(C(=O)NC2CCCC2)C1,0.4
C/C=C/c1ccc2c(c1)O[C@@H](CN(C)C(=O)CC)[C@H](C)CN([C@H](C)CO)S2(=O)=O,1.8
COc1ccc(CN2C(=O)CSCC2(C)C(=O)NCc2ccccc2)cc1 (configuration not stated),1.0
CNC[C@H]1Oc2ccc(NS(=O)(=O)c3ccccc3)cc2C(=O)N([C@@H](C)CO)C[C@@H]1C,0.9
Cc1ccccc1-c1ccc2c(c1)O[C@@H](CN(C)C(=O)Nc1ccccc1)[C@H](C)CN([C@H](C)CO)S2(=O)=O,1.2
CCCNC(=O)N1[C@H](C#N)[C@H](c2ccc(-c3ccccc3F)cc2)[C@H]1CO,1.9
COc1ccc2c3c(n(C)c2c1)[C@@H](CO)N(Cc1ccccc1Cl)CC31CCN(C(C)=O)CC1,-0.1
C/C=C/c1ccc2c(c1)O[C@H](CN(C)C(=O)C1CCCCC1)[C@H](C)CN([C@@H](C)CO)S2(=O)=O,0.6
Cc1ccccc1S(=O)(=O)N[C@H]1CC[C@@H](CCn2cc(Cc3ccccc3)nn2)O[C@H]1CO,0.3
O=C(NCC[C@H]1CC[C@@H](NC(=O)C2CCCCC2)[C@H](CO)O1)c1ccc(F)cc1,-0.2
COc1cccc(S(=O)(=O)N(C)C[C@H]2Oc3ncc(C#CCN(C)C)cc3C(=O)N([C@@H](C)CO)C[C@@H]2C)c1,0.0

More compounds.
canonical_smiles | TcdB GH inh
COc1ccc(CN(C)C[C@@H]2Oc3c(NS(=O)(=O)c4ccccc4)cccc3C(=O)N([C@@H](C)CO)C[C@H]2C)cc1 | -1.3
O=C(C[C@@H]1C=C[C@H](NC(=O)c2ccc3c(c2)OCO3)[C@@H](CO)O1)NCc1ccc(Oc2ccccc2)cc1 | -0.2
CC(C)C#Cc1cnc2c(c1)C(=O)N([C@@H](C)CO)C[C@@H](C)[C@@H](CN(C)C(=O)Nc1cccc(F)c1)O2 | -0.6
N#C[C@H]1[C@H](c2ccccc2)[C@H](CO)N1C(=O)c1ccc2c(c1)OCO2 | -0.5
CCCNC(=O)N1C[C@H](C)[C@@H](OC)CN(C)C(=O)c2ccc(NC(C)=O)cc2OC[C@@H]1C | 0.7
C[C@H](CO)N1C[C@H](C)[C@@H](CN(C)S(=O)(=O)c2ccc(F)cc2)Oc2cc(C#Cc3ccc(F)cc3)ccc2S1(=O)=O | 0.5
CC=Cc1ccc2n(c1=O)C[C@H]1[C@H](CO)[C@@H](C(=O)NCc3ccccn3)[C@@H]2N1CCC (mixture of isomers) | 0.2
O=C(C[C@H]1C[C@H]2c3cc(NS(=O)(=O)c4ccccc4)ccc3O[C@H]2[C@H](CO)O1)NCC1CC1 | -1.1
COc1cccc(NC(=O)N2CC(=O)N3[C@H](CO)[C@H](c4ccc(C#CC5CCCC5)cc4)[C@H]3C2)c1 | -2.1
COc1ccc2c3c([nH]c2c1)[C@@H](CO)N(Cc1ccncc1)CC31CCN(C(=O)c2cccnc2)CC1 | -0.3
CC(=O)Nc1ccc2c(c1)C(=O)N(C)[C@@H]1CC[C@H](CC(=O)NCc3ccc(Cl)cc3)O[C@@H]1CO2 | 1.1
COc1ccc(-c2ccc([C@@H]3[C@@H](CO)N4CCCCN(C(=O)Cc5ccncc5)C[C@@H]34)cc2)cc1 | -3.3
C[C@H](CO)N1C[C@H](C)[C@H](CN(C)C(=O)C2CCOCC2)Oc2cc(-c3ccc(F)cc3)ccc2S1(=O)=O | 0.8
CN1c2ccc(Br)cc2[C@@H]2[C@@H](CCN2S(=O)(=O)c2ccccc2F)[C@H]1CO | 3.4
C[C@H]1CCCCO[C@H](CN(C)C(=O)NC2CCCCC2)[C@@H](C)CN([C@@H](C)CO)C(=O)c2cc(NC(=O)CCC(F)(F)F)ccc2O1 | 0.7
O=C(C[C@@H]1CC[C@H]2[C@@H](COC[C@H](O)CN2Cc2ccc(C(F)(F)F)cc2)O1)NCCc1ccccc1 | -0.7
C[C@H](CO)N1C[C@H](C)[C@H](CN(C)C(=O)CCC(F)(F)F)OCCCC[C@H](C)Oc2ccc(NC(=O)Cc3ccccc3)cc2C1=O | 0.9
COc1ccc(S(=O)(=O)Nc2ccc3c(c2)C(=O)N([C@H](C)CO)C[C@@H](C)[C@H](CN(C)C(=O)Nc2ccc(C(F)(F)F)cc2)OCCCC[C@@H](C)O3)cc1 | -6.2
C[C@@H]1CN([C@@H](C)CO)S(=O)(=O)c2ccc(-c3ccccc3)cc2O[C@@H]1CN(C)C(=O)Nc1ccccc1F | 0.3
CO[C@@H]1CN(C)C(=O)c2ccc(NC(=O)C3CC3)cc2OC[C@H](C)N(C)C[C@H]1C | -0.5
COc1ccc(OC)c(CNS(=O)(=O)c2ccccc2Br)c1 | 3.1
COCC#Cc1ccc([C@H]2[C@H]3CN(C(=O)NC4CCCC4)CCCCN3[C@H]2CO)cc1 | -0.6
CCS(=O)(=O)N1CCCCN2[C@H](CO)[C@@H](c3ccc(-c4ccccc4)cc3)[C@@H]2C1 | -0.6

Some of the compounds tested (hit frequency here may not be typical).
